human PMI inhibition = inhibitors of human PMI, primary screen, biochemical, fluorescence intensity, coupled assay (AID 1209) | one-dose inhibition, % at 20 µM; IC50 in µM for titrated hits | 0.42% of 190,000 active | purified PMI enzyme, coupled fluorescence intensity; higher % means a stronger effect;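 also: plate controls were DMSO vehicle for no effect and wells lacking substrate for full effect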
Dynein transport = blocks dynein driven cargo transport along microtubules; 3617.4 mouse cells, GR-EGFP nuclear translocation imaging; test concentration mostly 20 µM; stimulated with dexamethasone, 1 µM; active compounds read low; z-score, hits read low; 0.47% of 220,000 active; AID 1381;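 active = plate z-score of nuclear minus cytoplasmic receptor signal below a set negative limit, without overly bright fluorescence or cell loss, cut at about -3.5 in these data, passing the limit was not always enough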;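 also: z-score of nuclear minus cytoplasmic ring GR-EGFP intensity difference per well; some compounds called inactive have numbers as strong as hits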
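medium = tetracycline-free induction medium containing charcoal-stripped FBS | probe or stimulus = dexamethasone, 1.0 µM final | timing = 48 h induction, then 1 h compound, then 30 min agonist, 37 °C | detection = automated 10x imaging of fixed Hoechst-stained cells | read-out basis = nuclear versus cytoplasmic GR-EGFP signal, averaged per well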
XIAP displacement = XIAP antagonists, biochemical, IAP family, fluorescence polarization (AID 1018); XIAP BIR domain, fluorescence polarization peptide displacement; higher % means a stronger effect; displacement, % at 20 µM, or IC50 in µM where a hit was titrated; 0.007% of 200,000 active; in the data active = displacement above about 50%; also: a part of the inactive calls stands beside numbers as strong as those of hits
LYP inhibition = inhibitors of LYP phosphatase, biochemical, fluorescence intensity, uHTS (AID 1779) | recombinant LYP phosphatase, fluorescence intensity; higher % means a stronger effect | inhibition, % at 11.5 µM, or IC50 in µM where a hit was titrated | 0.054% of 290,000 active;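 also: plate controls were vehicle with enzyme for no effect and no enzyme for full effect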
P. falciparum M17LAP = P. falciparum M17LAP inhibitors, primary screen, biochemical, fluorogenic H-Leu-NHMec substrate, 1536-well (AID 1619); recombinant M17LAP, H-Leu-NHMec fluorogenic kinetic assay; higher % means a stronger effect; inhibition, % at 30 µM, or IC50 in µM where a hit was titrated; 0.38% of 220,000 active;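 active = compound inhibiting the enzyme by more than half at any dose during confirmatory dose-response retesting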;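 also: plate controls were full reaction with DMSO carrier for no effect and no enzyme background for full effect; strong numbers were not always called active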
human PMI inhibitors = MPI inhibition at elevated mannose 6-phosphate – biochemical, fluorescence intensity, high mannose 6-phosphate, primary screen (AID 1220); recombinant PMI enzyme, coupled fluorescence intensity; higher % means a stronger effect; one-dose inhibition, % at 20 µM; IC50 in µM for titrated hits; 0.66% of 190,000 active
Siah-1 displacement = Siah-1 peptide-binding antagonists, primary screen, biochemical, fluorescence polarization, rhodamine-plectin, uHTS (AID 1817). one-dose displacement, % at 20 µM; IC50 in µM for titrated hits. Siah-1 / rhodamine-plectin peptide fluorescence polarization; higher % means a stronger effect. 0.02% of 290,000 active;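 active = displacement of at least 50% at 20 µM, with a fluorescence ratio check between 0.3 and a set limit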;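 also: plate controls were Siah plus tracer with DMSO for no effect and tracer alone without Siah for full effect; strong numbers were not always called active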
AID2073 = disruptors of CaV2.2 binding to Mint1 – biochemical, HTRF (AID 2073) | HTRF protein-protein interaction, Mint1-CaV2.2; higher % means a stronger effect | inhibition, % at 20 µM; hits with a dose series show IC50 in µM | 0.19% of 290,000 active; in the data active = inhibition mostly above about 51%, no sharp cut-off; also: some results filed as inactive read as strong as hits
P. falciparum M1AAP = P. falciparum M1AAP inhibitors, biochemical, fluorogenic H-Leu-NHMec substrate, 1536-well (AID 1445); recombinant M1AAP, H-Leu-NHMec fluorogenic kinetic assay; higher % means a stronger effect; inhibition, % at 30 µM; hits with a dose series show IC50 in µM; 0.42% of 220,000 active;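 active = primary inhibition above the hit cutoff, then over 50% inhibition at one or more dose response concentrations, cut at about 23% in these data, passing the limit was not always enough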;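 also: plate controls were DMSO full reaction for no effect and no enzyme background for full effect; strong numbers were not always called active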
Dynein transport cytoplasmic EGFP = also measured in Dynein transport; calls as there; z-score; measured here: cytoplasmic GR-EGFP intensity; active compounds read high
Dynein transport nuclear GR-EGFP = recorded beside Dynein transport, whose call it bears; z-score; measured here: nuclear GR-EGFP intensity;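 lower value marks the stronger effect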
Dynein transport cell count = further read-out of Dynein transport, marked with its call; z-score; measured here: cell count per field
* hit, by the source's call; · = not tested or not shown. Rule as the data show it, unless noted: active = inhibition above about 50%; inactive = the rest. Compounds as they come; 2.1% or so of the library scored in one or more.

human PMI inhibition	Dynein transport	Dynein transport cytoplasmic EGFP	Dynein transport nuclear GR-EGFP	Dynein transport cell count	XIAP displacement	LYP inhibition	P. falciparum M17LAP	human PMI inhibitors	Siah-1 displacement	AID2073	P. falciparum M1AAP	compound
10%	0.038	-0.23	0.19	-0.012	-0.9%	-7%	9%	5%	0%	3%	5%	O=C(NCCc1ccc(Cl)cc1)c1cnccn1
4%	-0.62	-0.25	-0.46	0.22	-4.0%	-5%	18%	4%	-1%	-8%	-3%	CCCN(c1ccc(OCC)cc1)S(=O)(=O)c1ccc2c(c1)CCN2C(=O)CCC(=O)O
-2%	-0.024	-0.21	0.019	0.2	-2.8%	-6%	0%	-15%	3%	4%	5%	CCOC(=O)c1[nH]c2ccccc2c1NC(=O)C1CCCCC1
·	1.9	-0.26	2	-2.3	·	-6%	20%	·	-2%	5%	-3%	O=c1c(OC2OC(CO)C(O)C(O)C2OC2OC(CO)C(O)C(O)C2O)c(-c2ccc(O)cc2)oc2cc(O)cc(O)c12 (stereo unspecified)
5%	-0.97	-0.12	-0.66	0.89	-6.0%	-3%	12%	-4%	-5%	4%	17%	CN=C(C)c1c(O)c2ccccc2oc1=O
-14%	1.9	-0.011	2.4	-1.9	-2.6%	1%	-7%	-7%	-2%	2%	9%	COc1cccc(N2CCN(C(=O)c3ccc(CSc4nc5ccncc5[nH]4)cc3)CC2)c1
-10%	0.012	-0.18	0.7	0.16	-4.3%	-5%	6%	-4%	18%	4%	0%	CC(C)(C)n1cnc(C(N)=O)c1N
14%	1.1	-0.24	1	-0.85	-13%	4%	0%	15%	-1%	4%	-2%	COc1cccc(N(C(C)=O)c2nc(C)cc(C)c2C#N)c1
14%	0.45	-0.21	0.42	-0.86	-4.3%	-11%	5%	10%	5%	4%	-3%	CC(NC(=O)c1cc(F)c(F)cc1Cl)c1ccncc1 (stereo unspecified)
·	-0.77	-0.12	-0.39	-0.22	·	-4%	-4%	·	-1%	-2%	14%	CCC(C)NC(=O)c1ccc2c(Cl)c3c(nc2c1)CCC3 (stereo unspecified)
-8%	-0.68	-0.21	-0.25	0.41	-2.7%	5%	9%	3%	-2%	19%	1%	O=C(OCc1csc(-c2ccccc2)n1)c1cccs1
0%	-0.41	-0.26	-0.88	0.31	-7.2%	-7%	13%	6%	-6%	19%	0%	CCOC(=O)CC(=O)CSc1nc2c(cc1C#N)CCC2

The closing two compounds of the part above open the next one.
human PMI inhibition	Dynein transport	Dynein transport cytoplasmic EGFP	Dynein transport nuclear GR-EGFP	Dynein transport cell count	XIAP displacement	LYP inhibition	P. falciparum M17LAP	human PMI inhibitors	Siah-1 displacement	AID2073	P. falciparum M1AAP	compound
-8%	-0.68	-0.21	-0.25	0.41	-2.7%	5%	9%	3%	-2%	19%	1%	O=C(OCc1csc(-c2ccccc2)n1)c1cccs1
0%	-0.41	-0.26	-0.88	0.31	-7.2%	-7%	13%	6%	-6%	19%	0%	CCOC(=O)CC(=O)CSc1nc2c(cc1C#N)CCC2
12%	-1	-0.19	-0.081	0.21	-2.5%	-12%	-5%	14%	-1%	4%	-4%	Cc1cc(C)n(-c2ccc(C(=O)OCc3nnc(-c4ccccc4)o3)cc2)n1
·	1.4	-0.21	0.64	-1.1	-4.7%	-2%	15%	·	3%	-1%	-10%	CCC(C)C(=O)Nc1nnc(SCC(=O)Nc2ccc(F)cc2)s1 (stereo unspecified)
12%	-0.57	-0.21	0.023	-0.18	1.3%	-1%	3%	29%	0%	37%	1%	C=C(C)CSC1=C(C#N)C(c2ccccc2Cl)CC(=O)N1 (stereo unspecified)
8%	1.8	-0.22	0.37	-0.75	0.8%	2%	7%	-6%	8%	16%	2%	COCCCNCCCCOc1ccc(Br)cc1Cl
·	0.039	-0.25	-0.21	0.37	·	-9%	-1%	·	-1%	-14%	-3%	CSC1=N/C(=C\c2ccc(Cl)cc2)C(=O)N1N(C)C
-4%	-1	-0.27	-0.4	1.2	-2.3%	-11%	20%	-3%	5%	0%	6%	CCOc1ccc(Cn2nnc(C(=O)NCc3ccccc3)c2N)cc1
-3%	-0.46	-0.27	-0.049	1.1	-1.6%	-4%	-6%	-4%	4%	11%	2%	NC(=O)NC(=O)CSc1cccc(C(F)(F)F)c1
0%	-0.049	-0.34	0.56	0.28	-4.8%	5%	7%	3%	12%	-7%	10%	O=C(NCc1cccnc1)c1ccccc1-c1ccccc1
10%	2.8	-0.056	1.6	-1.8	-4.8%	-2%	-1%	5%	-5%	-6%	3%	CCn1c(SCc2cccc(F)c2)nnc1-c1cccnc1
4%	0.11	-0.28	0.014	0.9	-16%	0%	-1%	-4%	2%	2%	-1%	c1ccc(C2CC(c3ccccc3)n3c(nc4ccccc43)N2)cc1 (stereo unspecified)
6%	2.2	-0.21	1.4	-1.7	-3.9%	-7%	1%	2%	3%	13%	-5%	CCOC(=O)CN(C(=O)CSc1nnc(-c2ccncc2)n1CCCOC)c1ccccc1
·	-0.25	-0.81	-0.032	0.35	·	-14%	13%	·	3%	0%	1%	COc1cc(OC)c2c(C)cc(=O)oc2c1C(CCN1CCOCC1)c1ccc(N(C)C)cc1 (stereo unspecified)

Continued, overlapping the part above by two compounds.
human PMI inhibition	Dynein transport	Dynein transport cytoplasmic EGFP	Dynein transport nuclear GR-EGFP	Dynein transport cell count	XIAP displacement	LYP inhibition	P. falciparum M17LAP	human PMI inhibitors	Siah-1 displacement	AID2073	P. falciparum M1AAP	compound
6%	2.2	-0.21	1.4	-1.7	-3.9%	-7%	1%	2%	3%	13%	-5%	CCOC(=O)CN(C(=O)CSc1nnc(-c2ccncc2)n1CCCOC)c1ccccc1
·	-0.25	-0.81	-0.032	0.35	·	-14%	13%	·	3%	0%	1%	COc1cc(OC)c2c(C)cc(=O)oc2c1C(CCN1CCOCC1)c1ccc(N(C)C)cc1 (stereo unspecified)
4%	0.46	-0.25	0.36	-0.47	-2.5%	2%	3%	2%	7%	3%	5%	c1ccc2sc(C3CCN(Cc4nnnn4Cc4ccc5c(c4)OCO5)CC3)nc2c1
-8%	-1.5	-0.07	-0.69	0.26	0.1%	1%	7%	1%	-2%	-5%	6%	O=C(CSc1nnc(C2CCCCC2)n1Cc1ccccc1)NCc1ccco1
7%	0.23	-0.21	0.62	-1.5	-6.5%	-13%	0%	1%	-5%	0%	1%	COc1ccc(C(=O)OCC(=O)NC2CC2)cc1[N+](=O)[O-]
·	-0.57	-0.26	-0.48	-0.17	·	-3%	-2%	·	11%	1%	2%	COc1ccc(-c2c[n+](CC(=O)N3c4ccccc4Sc4ccccc43)c3n2CCC3)cc1
3%	0.14	-0.18	0.36	0.61	-3.6%	-2%	2%	2%	2%	3%	-1%	N#CNC(=Nc1ccc(F)cc1)SCc1ccccc1
-9%	-0.02	-0.26	-0.074	-0.17	-6.4%	-7%	-18%	-8%	2%	4%	-3%	COc1cc(OC)c(OC)cc1NC(=O)CC1COc2ccccc2O1 (stereo unspecified)
11%	0.39	-0.31	0.24	0.4	-1.9%	-1%	6%	11%	2%	6%	1%	O=C(Nc1cccc(Cl)c1)N1CCCC1
12%	1.8	-0.19	1.1	-1.8	14%	-6%	5%	12%	-3%	34%	-3%	CCCOc1ccc(C2=NNC(=O)CC2)cc1
·	2.4	-0.21	2	-1.9	·	-10%	-1%	·	-3%	-27%	-5%	CC(C)CCC(CC(C)O)C(=O)NNC(=S)Nc1ccccc1 (stereo unspecified)
-14%	-0.0066	-0.19	-0.32	-0.059	-7.5%	7%	4%	-21%	-2%	-3%	20%	C=CCc1cccc(/C=N/NC(=O)CNc2ccccc2OC)c1O
2%	-0.31	-0.047	0.39	-0.7	-2.1%	4%	-7%	13%	0%	5%	10%	CSc1nc(SCC(=O)NCc2ccco2)c2c3c(sc2n1)COC(C)(C)C3
-7%	1.5	-0.13	1.1	-0.074	-10%	7%	11%	1%	6%	-7%	-5%	CN(C)c1nc(OCCNC(=O)Nc2ccc(Cl)cc2)nc(N(C)C)n1
-5%	0.26	-0.24	1	-1.6	-2.4%	-3%	-4%	4%	-1%	-7%	-2%	CN(C)CCNC(=O)COc1cccc2c1OC(C)(C)C2
·	-0.25	-0.81	0.032	0.2	·	-1%	-2%	·	0%	-7%	3%	CCN1CCN(Cc2ccc(NC(=O)c3ccc(C)c(NC(=O)c4ccc5n[nH]nc5c4)c3)cc2C(F)(F)F)CC1
16%	-1.3	-0.19	-0.46	0.15	-3.8%	-1%	1%	14%	6%	-3%	2%	CCOCCCNC(=O)Cn1cc2c(n1)CCCCC2
18%	0.32	-0.2	0.73	0.18	-7.9%	-7%	-1%	19%	-2%	18%	1%	CCOc1c2ccc(C(=O)NC3CCCc4ccccc43)cc2nn1CC (stereo unspecified)
-11%	-0.19	-0.092	0.35	-1.2	-2.4%	-2%	4%	-12%	2%	-3%	0%	CCn1c(SCC(N)=O)nc2ccccc2c1=O
32%	-0.42	-0.21	-0.84	0.032	-5.9%	-2%	2%	36%	-6%	26%	4%	CC1=NOC(=O)/C1=C\c1ccc(-c2cccc(Cl)c2)o1
13%	-0.31	-0.17	0.18	0.059	-1.8%	3%	-8%	13%	-1%	-36%	1%	Nn1c(=O)c2ccccc2n2c(SCc3ccc(C(F)(F)F)cc3)nnc12
-10%	0.022	-0.27	0.6	0.1	-0.7%	-8%	-5%	-6%	0%	-5%	6%	O=C(COc1ccccc1)N1CCN(C(=O)c2cccs2)CC1
8%	-0.022	-0.23	0.14	0.46	-2.8%	-6%	-6%	34%	2%	9%	4%	CC(C(N)=O)N1c2cccc3cccc(c23)S1(=O)=O (stereo unspecified)
-1%	-0.84	-0.23	-0.48	0.26	-1.8%	-7%	-28%	6%	22%	-7%	16%	CN(C)c1ccc(/C=N\NC(=O)CC#N)cc1
7%	0.86	-0.18	-0.024	-0.8	-0.3%	-6%	13%	8%	-4%	2%	5%	C(=N\c1ncnc2sccc12)/NOCc1ccccc1

Source: PubChem BioAssay (several laboratories)
